From PubChem
POLH inh = qHTS for Inhibitors of Polymerase Eta. AID 588591, 2011. recombinant Pol eta, fluorescent DNA replication assay. hit rate 1.2% among 390,000. Potency, µM (titrated, usually from 114 µM), inactives show at the top dose activity change, negative = inhibition, most hits filed as inhibitors; note: % is set by controls: 0 for no effect and ±100 for the full control effect
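Pol eta (10 nM) was preincubated with compounds for 15 min at room temperature, after which fluorescent replication substrate (50 nM final) was added to start the reaction. Fluorescence was read kinetically at 0 and 10 min.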
JMJD2A Tudor inh = qHTS Assay for Inhibitors of JMJD2A-Tudor Domain; hit rate 4.4% among 390,000; Potency, µM (highest dose often 114 µM), for the others: at the highest dose activity change, negative = inhibition, most hits filed as inhibitors; AID 504339, 2011; Lysine-specific demethylase 4A (Homo sapiens), O75164; AlphaScreen JMJD2A-Tudor / H3K4me3 peptide binding; note: % is set by controls: 0 for no effect and ±100 for the full control effect; nearly all actives have a fitted effect of over 50% in size
Target sequence (O75164 whole entry, looked up, the tested form may be a part): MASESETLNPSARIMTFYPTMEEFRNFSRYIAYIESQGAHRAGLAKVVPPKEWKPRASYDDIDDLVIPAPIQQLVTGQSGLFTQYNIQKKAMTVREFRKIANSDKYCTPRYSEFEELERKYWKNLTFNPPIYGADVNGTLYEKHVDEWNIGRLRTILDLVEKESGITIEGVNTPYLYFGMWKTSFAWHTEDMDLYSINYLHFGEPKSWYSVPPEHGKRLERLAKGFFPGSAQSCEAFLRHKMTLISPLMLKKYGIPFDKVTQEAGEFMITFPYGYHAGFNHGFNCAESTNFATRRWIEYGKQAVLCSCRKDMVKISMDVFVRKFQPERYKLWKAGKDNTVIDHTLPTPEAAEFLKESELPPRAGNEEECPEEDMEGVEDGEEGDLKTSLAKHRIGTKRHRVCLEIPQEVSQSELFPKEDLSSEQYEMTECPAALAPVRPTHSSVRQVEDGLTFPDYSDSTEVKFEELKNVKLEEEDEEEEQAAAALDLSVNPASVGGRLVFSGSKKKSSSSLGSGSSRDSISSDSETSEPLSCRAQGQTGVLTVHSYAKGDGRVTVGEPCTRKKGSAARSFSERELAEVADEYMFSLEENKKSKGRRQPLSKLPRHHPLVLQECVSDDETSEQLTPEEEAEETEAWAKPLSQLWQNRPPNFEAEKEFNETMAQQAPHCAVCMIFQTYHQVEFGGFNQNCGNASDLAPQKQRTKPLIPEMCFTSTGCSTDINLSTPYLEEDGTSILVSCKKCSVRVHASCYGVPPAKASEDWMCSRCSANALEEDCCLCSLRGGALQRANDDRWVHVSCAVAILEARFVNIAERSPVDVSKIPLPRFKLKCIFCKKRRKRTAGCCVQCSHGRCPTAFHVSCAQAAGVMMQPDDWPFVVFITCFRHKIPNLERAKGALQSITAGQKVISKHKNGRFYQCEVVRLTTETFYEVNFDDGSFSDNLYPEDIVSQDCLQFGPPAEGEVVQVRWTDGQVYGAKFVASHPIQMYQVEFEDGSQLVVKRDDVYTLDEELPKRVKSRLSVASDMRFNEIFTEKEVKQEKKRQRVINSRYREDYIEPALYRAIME
POLK inh = qHTS for Inhibitors of Polymerase Kappa | AID 588579, 2011 | Potency, µM (highest dose often 107 µM), without a hit: at the highest dose activity, negative = inhibition, actives largely listed as inhibitors | purified Pol kappa, fluorescent DNA synthesis assay, 10 min | DNA polymerase kappa (Homo sapiens), Q9UBT6 | hit rate 0.53% among 400,000; note: % is set by controls: 0 for no effect and ±100 for the full control effect
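Pol kappa 10 nM + cpd, 15 min RT; start w/ substrate 50 nM final; fluorescence kinetic read, 0 and 10 min. Neg ctrl: buffer, no enzyme.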
APE1 inh = qHTS Assay for Inhibitors of the Human Apurinic/apyrimidinic Endonuclease 1 (APE1) | DNA repair nuclease/redox regulator APEX1 (Homo sapiens), P27695 | recombinant APE1, TAMRA/BHQ-2 abasic DNA cleavage fluorescence | Potency, µM (titrated, usually from 65.8 µM), for inactives: top-dose activity change, negative = inhibition, usual class: inhibitors | hit rate 0.35% among 350,000;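 note: plate controls were vehicle for no effect and reference inhibitor for full effect; nearly all actives have a fitted effect of over 55% in size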
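Step 1: APE1 (0.75 nM) with compound, 15 min RT. Step 2: add 50 nM fluorophore/quencher THF duplex. Step 3: three fluorescence reads 60 s apart (525/598 nm); read 3 minus read 1 = reaction progress.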
BLM helicase inh = qHTS Assay for Inhibitors of Bloom's syndrome helicase (BLM); AID 2528, 2010; hit rate 0.2% among 350,000; Potency, µM (top dose mostly 56.1 µM), inactives show at the top dose activity change, negative = inhibition, most hits filed as inhibitors; recombinant BLM DNA unwinding, fluorescence dequenching;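 note: plate controls were vehicle for no effect and no enzyme for full effect; nearly all actives have a fitted effect of over 35% in size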
G9a block = qHTS Assay for Inhibitors of Histone Lysine Methyltransferase G9a. Histone-lysine N-methyltransferase EHMT2 (Homo sapiens), Q96KQ7. G9a H3K9 monomethylation, AlphaScreen, 2 h. Potency, µM (highest dose often 102 µM), for inactives: top-dose activity, negative = inhibition, hits mostly inhibitors. hit rate 8.8% among 350,000. AID 504332, 2011; note: % is set by controls: 0 for no effect and ±100 for the full control effect; nearly all actives have a fitted effect of over 75% in size
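Signal arises when biotinylated H3K9 peptide, once monomethylated, bridges streptavidin donor and antibody-captured acceptor beads. Enzyme at 20 nM was preincubated 15 min with test compounds; peptide 500 nM and SAM 20 uM then reacted for 2 h.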
Pol iota inh = qHTS for Inhibitors of Polymerase Iota. DNA polymerase iota (Homo sapiens), Q9UNA4. Pol iota fluorescent replication assay, 10 min. Potency, µM (series often up to 115 µM), without a hit: top-dose activity, negative = inhibition, actives largely listed as inhibitors. hit rate 1% among 390,000. AID 588590, 2011
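Fluorescent replication assay read twice, at 0 min and 10 min after adding 50 nM (final) substrate. Enzyme (10 nM) and compounds were first incubated 15 min at room temperature; enzyme-free buffer wells were negative controls.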
Pol beta inh = qHTS Assay for Inhibitors of DNA Polymerase Beta | Potency, µM (top dose mostly 114 µM), without a hit: at the top dose activity change, negative = inhibition, usual class: inhibitors | Pol beta primer extension/strand displacement, fluorescence kinetic | hit rate 1.3% among 340,000 | P06746; note: % is set by controls: 0 for no effect and ±100 for the full control effect
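Kinetic readout of DNA synthesis with strand displacement by Pol beta. Compound and 10 nM enzyme sit 15 min at room temperature; 50 nM substrate starts the reaction, read immediately and at 10 min.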
BAZ2B inh = qHTS Assay for Inhibitors of BAZ2B | AlphaScreen BAZ2B-H3K14Ac peptide displacement | hit rate 4.4% among 360,000 | AID 504333, 2011 | Bromodomain adjacent to zinc finger domain protein 2B (Homo sapiens), Q9UIF8 | Potency, µM (doses to about 114 µM), for inactives: at the top dose activity change, negative = inhibition, actives largely listed as inhibitors; note: % is set by controls: 0 for no effect and ±100 for the full control effect; nearly all actives have a fitted effect of over 60% in size
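Inhibition is scored as reduced AlphaScreen emission. The BAZ2B/b-H3(5-23)K14Ac complex (50 nM each) in PBS pH 7.4, 0.01% Tween-20 meets compound (up to 110 uM) for 30 min at RT before bead addition.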
The depositor's hits bear a star; [ ] = dose if it differs, or a comment. Calls come from the whole dose curve; as a rule, active = well fitted curve in the direction sought with a large enough effect; inconclusive = small, poorly fitted or top-dose-only effect, or another doubt; inactive = no such curve, though single readings can be large; an effect the other way counts as inactive or inconclusive. Potency is the fitted concentration of half-maximal effect. Some of the compounds tested, so the mix of outcomes need not match the whole.

Results for CCN(CC)S(=O)(=O)c1ccc(/C=C/C(=O)OCC(=O)N(C(C)C)C(C)C)cc1 ?
POLH inh: -19.6%; JMJD2A Tudor inh: -1.7%; POLK inh: -1.3%; APE1 inh: 0.0%; BLM helicase inh: -2.7%; G9a block: 7.5%; Pol iota inh: 119.4%[activator]; Pol beta inh: -9.4%; BAZ2B inh: -2.1%

What do the screens show for `CN1CCN(c2ccccc2NC(=O)c2ccc(-c3cccc([N+](=O)[O-])c3)o2)CC1`?
POLH inh: -9.0%; JMJD2A Tudor inh: inconclusive; POLK inh: -9.5%; APE1 inh: -5.3%; BLM helicase inh: 24.1%; G9a block: inconclusive; Pol iota inh: -1.2%; Pol beta inh: inconclusive; BAZ2B inh: inconclusive

How did Cc1cccc(NC(=O)CCn2c(=O)oc3ccccc32)c1 do in these assays?
POLH inh: -5.0%; JMJD2A Tudor inh: -20.9%; POLK inh: -11.3%; APE1 inh: -9.7%; BLM helicase inh: 1.1%; G9a block: -15.1%; Pol iota inh: 15.1%; Pol beta inh: 68.8%; BAZ2B inh: 12.0%

Results for Oc1cccc(CN2CCCCC2)c1 ?
POLH inh: -1.0%; JMJD2A Tudor inh: -5.9%; POLK inh: -14.1%; APE1 inh: -1.5%; BLM helicase inh: -0.7%; G9a block: 13.6%[59 µM]; Pol iota inh: 150.6%[activator]; Pol beta inh: 13.1%; BAZ2B inh: 8.1%

How did CSc1nnc(Cn2c(=O)sc3ccccc32)n1-c1ccccc1C do in these assays?
POLH inh: -6.8%; JMJD2A Tudor inh: inconclusive; POLK inh: 10.6%; Pol iota inh: -14.2%

How did O=C(CN1CCN(C2CCCCC2)CC1)c1ccc2cc[nH]c2c1 do in these assays?
POLH inh: -14.3%; JMJD2A Tudor inh: -34.7%; POLK inh: -28.4%; APE1 inh: inconclusive; BLM helicase inh: -3.5%; G9a block: 28.2µM*; Pol iota inh: 73.9%[activator]; Pol beta inh: 9.1%; BAZ2B inh: -25.6%

Results for CCN(CC)S(=O)(=O)c1cccc(-c2n[nH]c(=S)n2/N=C/c2ccc(OC)cc2)c1 ?
POLH inh: -14.5%; JMJD2A Tudor inh: inconclusive; POLK inh: -4.9%; APE1 inh: 3.0%; BLM helicase inh: -7.8%; G9a block: inconclusive; Pol iota inh: 16.9%; Pol beta inh: 3.8%; BAZ2B inh: -3.7%

What do the screens show for `COc1ccc(-c2nc(C(=O)Nc3cccc(C(C)=O)c3)nn2-c2ccc(Cl)cc2)cc1`?
POLH inh: -11.6%; JMJD2A Tudor inh: -12.6%; POLK inh: 7.4%; BLM helicase inh: 0.6%; G9a block: inconclusive; Pol iota inh: 32.4%[activator]; Pol beta inh: -0.6%; BAZ2B inh: -22.5%

What do the screens show for `O=C(NCC1CCCO1)c1cccnc1Nc1ccccc1F` (configuration not stated)?
POLH inh: -7.5%; JMJD2A Tudor inh: -13.5%; POLK inh: 1.4%; APE1 inh: -1.5%; BLM helicase inh: -2.5%; G9a block: 6.3%; Pol iota inh: -4.2%; Pol beta inh: 23.4%; BAZ2B inh: -3.0%

How did CCC(=O)NCCc1nc2cc(NC(=O)c3cccc([N+](=O)[O-])c3)ccc2n1C do in these assays?
POLH inh: -12.1%; JMJD2A Tudor inh: -5.8%; POLK inh: 3.3%; APE1 inh: -12.5%; BLM helicase inh: -0.1%; G9a block: -12.2%; Pol iota inh: 154.0%[activator]; Pol beta inh: -0.8%; BAZ2B inh: -8.2%

What do the screens show for `CC(C)NC(=O)NC(=O)COC(=O)c1ccc(F)cc1F`?
POLH inh: -6.7%; JMJD2A Tudor inh: -13.9%; POLK inh: -16.3%; APE1 inh: 3.1%; BLM helicase inh: 3.8%; G9a block: 19.2%; Pol iota inh: 139.1%[activator]; Pol beta inh: 15.8%; BAZ2B inh: -0.3%

How did CC(C)NC(=O)N(C)C[C@H]1Oc2c(NC(=O)Cc3ccccc3)cccc2C(=O)N([C@H](C)CO)C[C@@H]1C do in these assays?
POLH inh: -8.2%; JMJD2A Tudor inh: inconclusive; POLK inh: -11.3%; APE1 inh: 9.9%; Pol iota inh: 5.3%

What do the screens show for `Cc1ccc(/C=C(\NC(=O)c2ccccc2)C(=O)N2CCCC2C(=O)O)cc1` (configuration not stated)?
POLH inh: 3.3%; JMJD2A Tudor inh: 2.1%; POLK inh: -5.2%; APE1 inh: -10.0%; BLM helicase inh: 2.0%; G9a block: inconclusive; Pol iota inh: 44.8%[activator]; Pol beta inh: 22.1%; BAZ2B inh: -16.8%

Results for O=C1C2CCCCN2C(=O)N1CCCN1CCN(c2ccc(F)cc2)CC1 (configuration not stated) ?
POLH inh: -13.1%; JMJD2A Tudor inh: inconclusive; POLK inh: 14.6%; APE1 inh: 27.4%; BLM helicase inh: -3.7%; G9a block: 11.6%[0.501 µM]; Pol iota inh: 13.6%; Pol beta inh: 26.8%; BAZ2B inh: -3.4%

How did Cc1ccc(-c2noc(-c3ccc(NCc4ccco4)c([N+](=O)[O-])c3)n2)cc1 do in these assays?
POLH inh: -10.4%; JMJD2A Tudor inh: -14.2%; POLK inh: -1.3%; BLM helicase inh: -3.7%; G9a block: -12.9%[59 µM]; Pol iota inh: -15.2%; Pol beta inh: -23.4%; BAZ2B inh: -21.3%

Results for COc1ccc(Cn2c(C(=O)O)c(CNCCc3cc(OC)ccc3OC)c3ccc(C)cc32)cc1 ?
POLH inh: -18.4%; JMJD2A Tudor inh: inconclusive; POLK inh: 4.3%; BLM helicase inh: -6.1%; G9a block: -35.5%[59 µM]; Pol iota inh: 31.5%[activator]; Pol beta inh: 0.0%; BAZ2B inh: 50.1µM*

How did Cn1c(=O)c2c(O)c([N+](=O)[O-])c(=O)n(C)c2n(C)c1=O do in these assays?
POLH inh: -15.5%; JMJD2A Tudor inh: -7.2%; POLK inh: -3.4%; APE1 inh: 1.3%; BLM helicase inh: 0.9%; G9a block: inconclusive; Pol iota inh: -10.8%; Pol beta inh: 3.3%; BAZ2B inh: -12.4%

What do the screens show for `COc1cc(Cl)c(C)cc1NC(=O)c1ccc(S(C)(=O)=O)cc1`?
POLH inh: -5.2%; JMJD2A Tudor inh: -11.0%; POLK inh: -4.9%; APE1 inh: 4.4%; BLM helicase inh: -4.2%; G9a block: 3.9%; Pol iota inh: -0.5%; Pol beta inh: -10.1%; BAZ2B inh: 2.6%

How did COc1nn(CC(=O)N2N=C(C)CC2(O)C(F)F)cc1[N+](=O)[O-] (configuration not stated) do in these assays?
POLH inh: 1.0%; JMJD2A Tudor inh: -2.1%; POLK inh: -7.1%; APE1 inh: -2.3%; BLM helicase inh: -3.0%; G9a block: 13.8%[59 µM]; Pol iota inh: 3.6%; Pol beta inh: 48.6%; BAZ2B inh: 2.9%

Results for O=C(Nc1ccncc1)c1sc2ccccc2c1Cl ?
POLH inh: -7.2%; JMJD2A Tudor inh: -7.9%; POLK inh: 0.8%; APE1 inh: -2.5%; BLM helicase inh: 0.1%; G9a block: 15.9%[59 µM]; Pol iota inh: 109.3%[activator]; Pol beta inh: -0.4%; BAZ2B inh: -16.6%

Structural class, the entries above with two or more sulfur atoms.
How did CSc1nnc(Cn2c(=O)sc3ccccc32)n1-c1ccccc1C do in these assays?
POLH inh: -6.8%; JMJD2A Tudor inh: inconclusive; POLK inh: 10.6%; Pol iota inh: -14.2%

Results for CCN(CC)S(=O)(=O)c1cccc(-c2n[nH]c(=S)n2/N=C/c2ccc(OC)cc2)c1 ?
POLH inh: -14.5%; JMJD2A Tudor inh: inconclusive; POLK inh: -4.9%; APE1 inh: 3.0%; BLM helicase inh: -7.8%; G9a block: inconclusive; Pol iota inh: 16.9%; Pol beta inh: 3.8%; BAZ2B inh: -3.7%

Following part
What do the screens show for `COc1ccc(NC(=O)CN(C)S(=O)(=O)c2ccccc2)c([N+](=O)[O-])c1`?
POLH inh: -3.2%; JMJD2A Tudor inh: -16.4%; POLK inh: -9.3%; APE1 inh: -4.9%; BLM helicase inh: 0.5%; G9a block: -1.3%; Pol iota inh: 5.6%; Pol beta inh: 7.7%; BAZ2B inh: 1.3%

What do the screens show for `COc1ccc(C(=O)NC2CCN(S(=O)(=O)c3ccc(F)cc3)CC2)cc1`?
POLH inh: -14.5%; JMJD2A Tudor inh: -15.7%; POLK inh: -14.8%; APE1 inh: 28.3%; BLM helicase inh: -0.9%; G9a block: 19.9%; Pol iota inh: 1.3%; Pol beta inh: 23.1%; BAZ2B inh: -7.3%

What do the screens show for `COc1ccc(-c2ccc(=O)n(CC(=O)Nc3ccc(C)cc3C)n2)cc1`?
POLH inh: -14.7%; JMJD2A Tudor inh: -17.0%; POLK inh: -18.1%[60.1 µM]; BLM helicase inh: 3.7%; G9a block: -3.4%[59 µM]; Pol iota inh: 4.8%; Pol beta inh: 1.5%; BAZ2B inh: 0.6%

Results for Cc1ccc(-c2nnn(CC(=O)N(CC3CCCO3)C(C(=O)NC3CCCC3)c3ccc(O)cc3)n2)o1 (configuration not stated) ?
POLH inh: -0.9%; JMJD2A Tudor inh: -15.3%; POLK inh: -1.6%; APE1 inh: 0.3%; BLM helicase inh: 1.3%; G9a block: -40.2%; Pol iota inh: 53.7%[activator]; Pol beta inh: 4.2%; BAZ2B inh: -6.7%

Results for O=C(c1ccc2c(=O)n3c(nc2c1)CCCCC3)N1CCCCC1 ?
POLH inh: -19.8%; JMJD2A Tudor inh: inconclusive; POLK inh: -16.9%; APE1 inh: -5.7%; BLM helicase inh: -0.9%; Pol iota inh: 18.2%; Pol beta inh: 11.9%; BAZ2B inh: -7.1%
